ssDAF-12 act: S. stercoralis DAF-12 nuclear receptor activators, primary screen, cell-based, luminescence, HEK293, GRIP1 co-expression, lit1-tk-luc. AID 652126, 2013. 370,000 tested, 1% active. HEK293 ssDAF-12/GRIP1 lit1-tk-luc reporter; % of 3 µM dafachronic acid response. activation, % at 6.8 µM;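 active means activation above the mean over all tested compounds plus 3 SD, cut at about 0.9% in these data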;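 further: 0% = DMSO-only wells and 100% = 3 µM delta7-dafachronic acid wells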
DAX1 inh-1: DAX1 (NR0B1) inhibitors, primary screen, cell-based, HEK293, Gal4-DAX1, luciferase luminescence; Nuclear receptor subfamily 0 group B member 1 (Homo sapiens), P51843; HEK293 Gal4-DAX1 luciferase reporter; inhibition, % at 6.75 µM; 340,000 tested, 0.99% active; AID 504766, 2011;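 active means inhibition above the mean over all tested compounds plus 3 SD, cut at about 4.2% in these data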;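 further: 0% = DAX1-transfected cells with DMSO and 100% = empty-vector control cells with DMSO; inhibition shows as a rise in luminescence from relieved DAX1 repression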
FXN GAA850 act: FXN promoter activators, primary screen, cell-based, luciferase luminescence, HEK293 lucGAA850. HEK293 lucGAA850 FXN promoter luciferase reporter, 24 h; percent of 10 µM SAHA response. activation, % at 6 µM. 360,000 tested, 0.56% active. AID 540364, 2011;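 active means activation above the average of all compounds screened plus 3 SD, cutoff fixed separately per campaign, cut at about 7.5% in these data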;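 further: 0% = DMSO wells and 100% = 10 µM SAHA wells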
ADAM10 inh: human ADAM10 inhibitors, primary screen, biochemical, QFRET, HTS; 370,000 tested, 0.62% active; inhibition, % at 7 µM; AID 720582, 2013; recombinant ADAM10, EDANS/DABCYL FRET peptide cleavage, 3 h; Disintegrin and metalloproteinase domain-containing protein 10 (Homo sapiens), O14672;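 active means inhibition above a per-campaign cutoff equal to the mean of compounds falling between control-based bounds plus 3 SD, cut at about 20% in these data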;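 further: 0% = DMSO wells while the 100% control is not disclosed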
ADAM17 inh: ADAM17 inhibitors, primary screen, biochemical, QFRET. Disintegrin and metalloproteinase domain-containing protein 17 (Homo sapiens), P78536. recombinant ADAM17, EDANS/DABCYL FRET peptide cleavage. inhibition, % at 6.95 µM. 370,000 tested, 0.83% active. AID 720648, 2013;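 active means inhibition above the mean of compounds lying between control limits plus 3 SD, set per campaign, cut at about 8.5% in these data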;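 further: 0% = DMSO-only wells as the low control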
PLCb3 inh: human PLC-beta3 inhibitors, primary screen, biochemical, fluorescence. inhibition, % at 12.2 µM. Purified PLC-beta3, fluorogenic substrate. 370,000 tested, 0.18% active; in the data active means inhibition above about 11%;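 further: 0% = median of compound wells on plate and 100% = full blocker control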
Target sequence (Q01970 whole entry, looked up): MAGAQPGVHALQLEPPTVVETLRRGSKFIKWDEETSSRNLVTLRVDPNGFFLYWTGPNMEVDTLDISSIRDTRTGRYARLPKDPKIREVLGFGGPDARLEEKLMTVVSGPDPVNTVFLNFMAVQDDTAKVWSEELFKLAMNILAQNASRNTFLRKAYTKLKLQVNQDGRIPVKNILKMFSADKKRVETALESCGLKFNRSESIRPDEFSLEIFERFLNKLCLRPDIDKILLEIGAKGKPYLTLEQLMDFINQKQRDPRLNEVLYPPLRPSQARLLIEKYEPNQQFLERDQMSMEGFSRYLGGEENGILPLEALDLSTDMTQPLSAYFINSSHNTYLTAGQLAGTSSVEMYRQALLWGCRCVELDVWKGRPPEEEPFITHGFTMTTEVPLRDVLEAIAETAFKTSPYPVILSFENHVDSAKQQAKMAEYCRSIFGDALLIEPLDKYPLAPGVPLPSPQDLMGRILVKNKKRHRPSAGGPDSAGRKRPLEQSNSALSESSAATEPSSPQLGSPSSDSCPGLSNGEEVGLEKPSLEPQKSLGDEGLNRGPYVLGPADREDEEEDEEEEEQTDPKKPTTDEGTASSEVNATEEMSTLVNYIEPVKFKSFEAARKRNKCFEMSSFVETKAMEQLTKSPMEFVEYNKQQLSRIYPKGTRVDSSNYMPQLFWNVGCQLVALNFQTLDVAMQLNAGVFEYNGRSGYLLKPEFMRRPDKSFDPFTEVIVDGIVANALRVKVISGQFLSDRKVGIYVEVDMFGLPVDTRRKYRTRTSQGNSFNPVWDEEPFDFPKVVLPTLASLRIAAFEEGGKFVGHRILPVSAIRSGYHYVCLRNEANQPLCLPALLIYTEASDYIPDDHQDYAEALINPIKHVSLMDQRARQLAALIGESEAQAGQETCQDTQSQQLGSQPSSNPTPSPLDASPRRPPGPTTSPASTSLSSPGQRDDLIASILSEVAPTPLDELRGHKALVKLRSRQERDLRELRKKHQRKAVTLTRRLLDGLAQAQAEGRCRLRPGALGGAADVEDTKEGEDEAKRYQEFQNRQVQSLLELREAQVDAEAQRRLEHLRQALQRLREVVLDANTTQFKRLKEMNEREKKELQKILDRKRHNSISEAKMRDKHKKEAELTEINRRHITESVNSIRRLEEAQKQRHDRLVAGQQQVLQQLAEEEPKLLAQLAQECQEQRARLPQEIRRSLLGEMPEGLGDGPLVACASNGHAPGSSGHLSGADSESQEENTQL
PLC-gamma1 inh: PLC-gamma1 enzyme inhibitors, primary screen, biochemical, fluorescence, purified enzyme. fluorogenic substrate. inhibition, % at 12.2 µM. 370,000 tested, 0.84% active; in the data active means inhibition above about 9.5%
DAX1 inh-2: DAX1 (NR0B1) inhibitors on StAR promoter, primary screen, cell-based, luminescence, SF-1 (NR5A1), full-length DAX-1; 370,000 tested, 1.1% active; HEK293T StAR-luciferase reporter, SF-1/DAX-1 repression relief; AID 652010, 2013; inhibition, % at 6.8 µM;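 active means inhibition above the mean over all tested compounds plus 3 SD, cut at about 3.6% in these data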;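 further: 0% = DAX-1 cells with DMSO and 100% = cells lacking DAX-1 with DMSO; higher inhibition means more luminescence from relief of DAX-1 repression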
sPLA2-III inh: human group III sPLA2 inhibitors, primary screen, biochemical, QFRET, BODIPY PC-A2 liposome substrate. Group 3 secretory phospholipase A2 (Homo sapiens), Q9NZ20. QFRET BODIPY PC-A2 liposome hydrolysis, fluorescence. inhibition, % at 12.2 µM. 370,000 tested, 0.56% active;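 active means inhibition above mean plus 3 SD of compounds lying within the high and low control bounds, cut at about 19% in these data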;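 further: 0% = median of test compound wells and 100% = no enzyme DMSO wells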
hgDAF-12 ag: H. glycines DAF-12 receptor agonists, primary screen, cell-based, luminescence, HEK293, GAL4 fusion, UAS-luciferase | Nuclear hormone receptor DAF-12 (Heterodera glycines), GAL4 fusion | HEK293 GAL4-hgDAF12 UAS-luciferase reporter, agonist luminescence; normalized to butyrate control | activation, % at 6.8 µM | 370,000 tested, 1.8% active | AID 687014, 2013;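 active means activation above a cutoff set at the mean of all screened compounds plus 3 SD, cut at about 10% in these data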;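 further: 0% = DMSO wells and 100% = sodium butyrate wells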
hcDAF12 agonist: H. contortus DAF-12 nuclear receptor activators, primary screen, cell-based, luminescence, HEK293, lit1-tk-luc reporter; HEK293 hcDAF-12 lit1-tk-luc reporter; 0% DMSO, 100% Δ7-dafachronic acid; activation, % at 6.8 µM; 370,000 tested, 1.4% active; AID 652067, 2013;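 active means activation above the mean of all tested compounds plus 3 SD, cut at about 5.5% in these data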;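 further: 100% = response to 3 µM Δ7-dafachronic acid high control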
Starred values were filed as active, the others as inactive; i = inactive; . = not tested or not shown.

SMILES	ssDAF-12 act	DAX1 inh-1	FXN GAA850 act	ADAM10 inh	ADAM17 inh	PLCb3 inh	PLC-gamma1 inh	DAX1 inh-2	sPLA2-III inh	hgDAF-12 ag	hcDAF12 agonist
O=C(c1cccc(NC2=NC3CS(=O)(=O)CC3S2)c1)N1CCN(c2ccc(F)cc2)CC1 (centres undefined)	-1.6	0.6	-0.7	2	2	6	2	0.7	2	0.0	-1.4
CCC(=O)Nc1cc(C(C)(C)C)ccc1C(C)=O	-1.1	0.5	1.7	8	-2	-4	-3	-0.2	13	1.2	-1.0
O=C(NCc1ccco1)c1cc(-c2cccs2)nc2ccccc12	-1.5	-0.7	3.0	i	-424	i	-476	-1.0	-10	-3.4	-4.4
O=C(O)CCn1c(-c2ccccc2)cc2c1CCCC2=O	-1.2	0.3	-0.4	3	-1	-3	0	0.5	2	0.7	-1.8
Cc1nc(=S)c2c([nH]1)-c1ccccc1CC21CCCCC1	-1.1	.	2.1	-7	-3	-9	0	1.2	1	-0.1	0.8
Cc1ccc(-c2nc(CS(=O)CC(=O)NCCN3CCCCC3C)c(C)o2)cc1 (centres undefined)	-1.3	0.1	-0.8	-1	-6	-11	0	0.1	3	2.0	-2.6
CC1Cc2ccccc2N1CC(=O)Nc1ccc2c(c1)OCCCO2 (centres undefined)	0.0	-0.6	1.2	-1	-2	-1	-4	-1.5	-4	1.7	0.7
CCCCN(CC)C(=O)CSc1nc2n[nH]c(C)c2c(=N)n1-c1cccc(C)c1	-2.0	-1.4	-1.7	2	1	-18	-19	-1.2	-12	-4.8	-2.9
CCn1c(C)nc2cc(C(=O)N/N=C/c3cccc(O)c3O)ccc21	-1.0	0.0	1.4	-3	-3	-1	0	0.0	12	-3.5	0.1
CC(C)COc1cccc(C(=O)NC2(C)CCS(=O)(=O)C2)c1 (centres undefined)	-1.1	0.0	-2.1	-13	-5	-9	0	0.7	5	-0.5	-0.3
CCCNCc1cc(Cl)c(OCC)c(Cl)c1	-1.7	-1.0	-1.6	4	0	5	5	-0.7	0	0.3	-1.1
O=C(O)CC(NC(=O)C1c2ccccc2Oc2ccccc21)c1ccc(OC2CCCC2)cc1 (centres undefined)	-0.7	1.2	0.8	-1	3	-3	-4	0.0	-34	0.0	-0.4
Fc1cccc(Cc2c(-c3cccc(Cl)c3)nc3c(Cl)cc(C(F)(F)F)cn23)c1	-0.4	.	.	-13	-7	-4	-2	0.7	4	1.5	-0.8
O=C(Nc1cccc(Cl)c1Cl)C1CCCO1 (centres undefined)	-1.2	1.3	2.0	5	-2	-7	4	0.3	-1	0.3	0.4
CCOCCCNC(=O)Cn1nc(-c2ccc(OC)c(OC)c2)ccc1=O	-1.4	3.7	1.4	0	-1	-1	-1	-0.4	0	0.7	-1.2

In a second layout: entries from further up.
Fc1cccc(Cc2c(-c3cccc(Cl)c3)nc3c(Cl)cc(C(F)(F)F)cn23)c1
- ssDAF-12 act: -0.4
- DAX1 inh-1: .
- FXN GAA850 act: .
- ADAM10 inh: -13
- ADAM17 inh: -7
- PLCb3 inh: -4
- PLC-gamma1 inh: -2
- DAX1 inh-2: 0.7
- sPLA2-III inh: 4
- hgDAF-12 ag: 1.5
- hcDAF12 agonist: -0.8

O=C(Nc1cccc(Cl)c1Cl)C1CCCO1 (centres undefined)
- ssDAF-12 act: -1.2
- DAX1 inh-1: 1.3
- FXN GAA850 act: 2.0
- ADAM10 inh: 5
- ADAM17 inh: -2
- PLCb3 inh: -7
- PLC-gamma1 inh: 4
- DAX1 inh-2: 0.3
- sPLA2-III inh: -1
- hgDAF-12 ag: 0.3
- hcDAF12 agonist: 0.4

CCOCCCNC(=O)Cn1nc(-c2ccc(OC)c(OC)c2)ccc1=O
- ssDAF-12 act: -1.4
- DAX1 inh-1: 3.7
- FXN GAA850 act: 1.4
- ADAM10 inh: 0
- ADAM17 inh: -1
- PLCb3 inh: -1
- PLC-gamma1 inh: -1
- DAX1 inh-2: -0.4
- sPLA2-III inh: 0
- hgDAF-12 ag: 0.7
- hcDAF12 agonist: -1.2

The listing picks up; the 3 compounds before the break are reprinted first.
SMILES	ssDAF-12 act	DAX1 inh-1	FXN GAA850 act	ADAM10 inh	ADAM17 inh	PLCb3 inh	PLC-gamma1 inh	DAX1 inh-2	sPLA2-III inh	hgDAF-12 ag	hcDAF12 agonist
Fc1cccc(Cc2c(-c3cccc(Cl)c3)nc3c(Cl)cc(C(F)(F)F)cn23)c1	-0.4	.	.	-13	-7	-4	-2	0.7	4	1.5	-0.8
O=C(Nc1cccc(Cl)c1Cl)C1CCCO1 (centres undefined)	-1.2	1.3	2.0	5	-2	-7	4	0.3	-1	0.3	0.4
CCOCCCNC(=O)Cn1nc(-c2ccc(OC)c(OC)c2)ccc1=O	-1.4	3.7	1.4	0	-1	-1	-1	-0.4	0	0.7	-1.2
CCOC(=O)c1sc(NC(=O)CNCc2cccnc2)c(C(=O)OCC)c1C	-1.7	0.1	2.7	3	-1	-6	-2	0.4	-4	2.1	-1.6
CN1C(=O)/C(=C\c2ccc(-c3ccccc3)o2)SC1=S	-0.5	0.9	2.4	-5	-2	-4	-3	1.0	4	3.2	0.2
Cc1nc2c3ccccc3nc(SCC(=O)c3ccc(Cl)cc3)n2n1	-1.3	-0.3	-0.2	1	1	2	7	-0.6	-31	0.6	2.3
O=C(Nc1ccc(C(=O)c2ccc(C(=O)O)c(C(=O)O)c2)cc1)c1ccccc1	-1.5	1.2	0.6	5	-2	-6	3	0.7	3	-2.5	-0.1
CCC(=O)c1ccc(OCC(O)Cn2c(C)nc3ccccc32)cc1 (centres undefined)	-2.2	-3.0	0.8	-3	-6	-6	-4	-2.5	5	-5.0	-3.6
COc1ccc(C2CC(=O)n3nc(C45CC6CC(CC(C6)C4)C5)nc3S2)cc1OC (centres undefined)	-1.4	-0.5	0.9	-5	-3	-6	-8	0.5	8	-4.1	0.4
O=C(O)/C=C\C(=O)NC1CCCCC1	-0.8	0.5	-0.6	-3	-2	3	1	-0.5	2	-0.1	-0.4
O=C(Nc1cccc2ccccc12)c1ccc(Cn2cc(Cl)cn2)cc1	-0.8	0.0	1.2	15	1	-3	0	-0.4	-11	-0.5	0.6
COc1ccc2c(c1)CCCN2C(=O)C1CCCN(S(=O)(=O)c2ccc(Br)s2)C1 (centres undefined)	-2.3	.	.	-1	5	-1	1	-1.2	5	-2.8	-2.7
Cc1ccc(S(=O)(=O)N2CCCC(C(=O)NCCc3ccc4c(c3)OCO4)C2)cc1 (centres undefined)	-1.4	-0.6	2.4	4	0	2	-1	-0.6	-8	1.1	1.3
CCc1cc2cc(C)ccc2nc1SCC(=O)NC1CCCC1	-1.3	1.8	0.4	-9	-2	-5	0	0.5	2	1.3	-1.7
COc1ccc(Cl)cc1S(=O)(=O)N1CCC(C(=O)NCc2ccccn2)CC1	-0.7	-0.3	0.0	-13	2	-11	-1	-0.3	0	0.4	-0.5
S=c1[nH]nc(-c2cc(-c3ccccn3)nc3ccccc23)o1	-0.6	-1.7	-0.9	-15	-7	-96	-63	-0.3	9	1.1	2.1
COc1ccc(C(C(=O)NCCC(C)C)N(CCO)C(=O)c2snc(C(N)=O)c2N)cc1OC (centres undefined)	-1.3	1.1	0.2	-79	-32	-49	-33	-0.4	-1	-0.2	-2.7
COc1ccc(OC)c(NC(=O)CSc2nc3[nH]c(=O)[nH]c(=O)c3s2)c1	-0.3	0.0	1.9	-2	2	-10	-5	0.7	-7	3.9	-2.0
Cc1ccccc1Oc1ncnc2oc(-c3ccccc3)cc12	-1.0	-0.3	1.1	-14	-3	-16	-12	-0.5	1	1.4	0.8
O=P(Cc1nnco1)(c1ccccc1)c1ccccc1	-1.1	-1.1	0.2	0	-5	1	-1	0.4	-1	-0.8	-2.4
CCOCCCNC(=O)c1c(C)c(C(=O)OCC)n(C)c1C	-1.6	-0.7	-2.3	0	-5	0	-1	-0.5	3	-0.2	-1.4
O=C1/C(=C/c2cccnc2)SC(=S)N1CCc1ccccc1	-0.6	0.4	0.8	3	-2	-6	4	0.0	-10	-1.7	2.4
COCCn1c(N)c(N(Cc2ccccc2)C(=O)c2ccc(C#N)cc2)c(=O)[nH]c1=O	-1.3	-0.2	1.5	-26	-11	-15	-7	0.4	1	0.9	1.8
Cc1ccc(N2C(=O)CC(Nc3ccc(Cl)c(S(=O)(=O)N(C)C)c3)C2=O)c(C)c1 (centres undefined)	-1.1	-0.2	-0.4	-1	0	0	-3	-0.2	-20	0.7	-1.3
CC1CCN(CC2C(=O)O[C@@H]3C[C@@]4(C)CCC[C@H](C)C4=C[C@H]23)CC(C)(C)C1 (some centres undefined)	-1.3	-2.7	-1.2	-3	-1	-2	2	-0.8	-5	-4.7	0.8
COc1cc(/C=C(/C#N)c2nc3ccccc3[nH]2)ccc1OCC(=O)Nc1ccccc1C(C)C	-1.4	0.8	-1.1	-11	-6	-11	-7	-0.7	-1	0.6	-0.1
CCc1ccc(NS(=O)(=O)c2ccc3[nH]cc(C(=O)NCC4CCCO4)c(=O)c3c2)cc1 (centres undefined)	-1.3	2.0	-0.9	6	4	2	6	0.2	-30	0.0	1.5
COC(=O)C1=C(C)NC(=O)/C1=C\c1cc(C)n(-c2ccccc2)c1C	-1.6	0.2	-1.2	-6	-4	-16	-14	0.1	-3	-1.9	-1.2
O=C(C(=O)N1CCC(Cc2ccccc2)CC1)c1cccs1	-0.8	.	.	-11	-7	2	4	0.8	3	1.3	-0.8
CCC(C)NC(=O)CCc1nnc2ccc(N3CCC(C)CC3)nn12 (centres undefined)	-1.3	-0.5	1.4	-6	0	-3	2	-0.1	-1	1.1	-1.1
Cc1c(NN=C(C#N)C#N)c(=O)n(-c2ccccc2)n1C	-1.7	-0.3	-1.8	-5	-5	-38	-34	0.7	2	1.9	-1.3
C/C(=N\NC(=O)c1cc([N+](=O)[O-])cc([N+](=O)[O-])c1)c1ccco1	-1.1	3.9	0.8	5	0	0	0	-0.7	0	-1.8	-0.4
CC(=O)C(C)Oc1ncn(-c2ccccc2)n1 (centres undefined)	-0.9	0.2	1.2	8	5	6	4	0.7	-3	2.3	1.2
O=C(c1ccoc1)N1CCC2(CC1)Oc1ccc(Cl)cc1C(=O)C21CC(c2cccnc2)=NO1 (centres undefined)	-0.8	-0.8	-0.4	-1	-5	-4	-3	1.2	-7	-1.6	-1.3
